Bioassay records from PubChem.
DNA FID counter: compounds displacing fluorescent DNA intercalator, primary screen, artefact control for HCV NS3 helicase inhibitor project, biochemical, FID fluorescence | 0.17% of 290,000 active | DNA fluorescent intercalator displacement | inhibition, % at 7.9 µM; in the data active means inhibition above about 37%;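 further: 0% = vehicle and 100% = reference compound; higher means more ethidium bromide displaced from hairpin DNA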
HCV NS3 hel inh: inhibitors of HCV NS3 helicase, primary screen, biochemical, Cy5 molecular beacon fluorescence; 0.56% of 290,000 active; AID 1800, 2009; NS3 helicase DNA unwinding; inhibition, % at 10.9 µM;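 active means inhibition above the mean of all tested compounds plus 3 SD, set per campaign, cut at about 35% in these data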;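 further: 0% = DMSO wells and 100% = thioflavine S control wells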
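Assay system: hepatitis C virus NS3 helicase domain fragment enzyme. Also added: annealed dual-labelled DNA beacon duplex, ATP-started. Timing: 1 h reaction at 25 °C, ATP-initiated. Technique: Cy5 fluorescence at 0 and 60 min, beacon hairpin quenching. Evaluation: % inhibition of unwinding. Replication: one well per compound.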
pCIP destab: p/CIP-EGFP fusion destabilizers, primary screen, fluorescence, F442A cells | Q05BA5 | 16 h | AID 1984, 2009 | decrease of EGFP signal, % at 10 µM | 0.01% of 290,000 active;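 active means EGFP signal decrease of at least 30% at 10 µM or well 3 SD below plate mean, unless failing retest; inactive means the rest, including hits failing retest or dose response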; further: some compounds called inactive have numbers as strong as hits; many of its hits are not listed in these tables
SUMO HTRF inh: inhibitors of in vitro SUMOylation cascade, primary screen, biochemical, HTRF, uHTS. SUMO-conjugating enzyme UBC9 (Homo sapiens), P63279. HTRF SUMOylation assay, SAE1/SAE2 + UBC9. inhibition, % at 35 µM. 0.36% of 290,000 active. AID 2006, 2009; in the data active means inhibition above about 50%, passing the limit was not always enough; further: strong numbers were not always called active
IMP-1 inhibitor: IMP-1 metallo-beta-lactamase inhibitors, primary screen, biochemical, epi-absorbance readout, Pseudomonas aeruginosa enzyme | metallo-beta-lactamase IMP-1 (Pseudomonas aeruginosa) | purified IMP-1, nitrocefin hydrolysis, epi-absorbance fluorescence | inhibition, % at 5.6 µM | 0.45% of 290,000 active | AID 1556, 2009;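 active means inhibition above the mean plus 3 SD of all compounds in the same screening run, cut at about 4.5% in these data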;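 further: 0% = IMP-1 with DMSO and 100% = DMSO wells lacking enzyme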
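System: Purified IMP-1 | Read-out basis: Percent enzyme inhibition | Controls: IMP-1 with DMSO as 0%, enzyme-free DMSO as 100% | Replicates: One well per compound | Doses: 5.6 µM nominal single concentration | Detection: Epi-absorbance fluorescence, 480 nm excitation, 530 nm emission | Incubation: 25 °C, 15 min preincubation, 25 min reaction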
VIM-2 inh: VIM-2 metallo-beta-lactamase inhibitors, primary screen, biochemical, epi-absorbance readout, Pseudomonas aeruginosa enzyme. purified VIM-2, nitrocefin hydrolysis, epi-absorbance fluorescence. inhibition, % at 5.6 µM. 0.89% of 290,000 active. AID 1527, 2009;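 active means inhibition above the mean of all tested compounds plus 3 SD, cutoff set per screening run, cut at about 7.5% in these data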;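 further: red hydrolysis product quenches plate fluorescence so inhibitors raise well fluorescence; 0% = enzyme with DMSO and 100% = DMSO without enzyme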
IDE inh: human IDE inhibitors in live cells, primary screen, fluorescence polarization, HEK cells, FAbetaB substrate | Insulin-degrading enzyme (Homo sapiens), P14735 | FAbetaB cleavage | inhibition, % at 5.59 µM | 0.41% of 320,000 active | AID 434962, 2010;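 active means percent inhibition above the average of all tested compounds plus 3 SD, set per screening campaign, cut at about 16% in these data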;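 further: IDE supplied by intact live HEK cells; FP after avidin binding of uncleaved biotin substrate so inhibition keeps polarization high; 0% = DMSO wells and 100% = 60 µM reference IDE inhibitor Ii1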
Target sequence (P14735 whole entry, looked up): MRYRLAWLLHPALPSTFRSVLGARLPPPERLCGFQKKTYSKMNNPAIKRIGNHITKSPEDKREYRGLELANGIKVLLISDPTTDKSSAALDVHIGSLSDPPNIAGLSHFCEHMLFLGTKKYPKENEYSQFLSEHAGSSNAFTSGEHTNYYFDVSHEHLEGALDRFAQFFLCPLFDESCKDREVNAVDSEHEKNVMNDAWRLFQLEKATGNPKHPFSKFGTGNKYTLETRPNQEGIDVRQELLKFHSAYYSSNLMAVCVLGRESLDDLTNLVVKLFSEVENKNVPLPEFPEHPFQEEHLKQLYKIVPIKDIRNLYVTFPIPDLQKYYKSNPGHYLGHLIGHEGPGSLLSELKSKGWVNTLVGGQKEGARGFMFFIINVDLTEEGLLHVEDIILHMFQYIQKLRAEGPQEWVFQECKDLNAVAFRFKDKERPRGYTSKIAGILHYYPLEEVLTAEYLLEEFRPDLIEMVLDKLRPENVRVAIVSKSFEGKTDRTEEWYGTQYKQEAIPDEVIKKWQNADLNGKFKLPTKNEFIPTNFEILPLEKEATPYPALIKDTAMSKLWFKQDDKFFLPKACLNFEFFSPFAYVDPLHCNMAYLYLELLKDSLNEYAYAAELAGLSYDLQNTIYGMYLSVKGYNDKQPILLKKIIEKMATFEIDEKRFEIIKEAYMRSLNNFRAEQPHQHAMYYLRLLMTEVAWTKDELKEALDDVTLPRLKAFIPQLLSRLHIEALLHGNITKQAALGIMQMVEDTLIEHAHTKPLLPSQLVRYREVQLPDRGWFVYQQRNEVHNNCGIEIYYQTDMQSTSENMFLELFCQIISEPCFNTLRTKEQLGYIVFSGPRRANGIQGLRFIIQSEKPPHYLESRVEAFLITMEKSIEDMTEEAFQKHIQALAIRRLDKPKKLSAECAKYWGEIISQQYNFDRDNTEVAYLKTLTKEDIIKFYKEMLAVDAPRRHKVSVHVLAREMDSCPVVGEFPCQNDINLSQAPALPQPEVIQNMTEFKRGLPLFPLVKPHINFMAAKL
PfM18AAP inh: PfM18AAP inhibitors, malaria aminopeptidase, primary screen, biochemical, QFRET, recombinant enzyme. H-Glu-NHMec fluorogenic cleavage. inhibition, % at 7.35 µM. 1.2% of 290,000 active. AID 1822, 2009;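 active means inhibition above the campaign mean inhibition over all tested compounds plus 3 SD, cut at about 28% in these data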;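 further: 0% = plate median of test compound wells and 100% = 2 mM ZnCl2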
IDE act: human IDE activators in live cells, primary screen, fluorescence polarization, HEK cells, FAbeta-B substrate; activation, % at 5.96 µM; AID 493087, 2011; 0.073% of 340,000 active; Insulin-degrading enzyme (Homo sapiens), P14735; FAbeta-B cleavage; 0% vehicle, 100% cell-free pure enzyme wells;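 active means activation above the mean of all tested compounds plus 3 SD, set per screening campaign, cut at about 17% in these data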
Starred values were filed as active, the others as inactive; . = no result given; & = joins results of further samples.

SMILES | DNA FID counter | HCV NS3 hel inh | pCIP destab | SUMO HTRF inh | IMP-1 inhibitor | VIM-2 inh | IDE inh | PfM18AAP inh | IDE act
Cc1ccc(C(=O)NCCc2ccccc2)cc1 | -2 | -3 | 0 | 16 | -2.0 | -1.2 | -2 | -1 | 0
O=C1CCC/C(=N\NC(=O)c2ccc(CSc3cccc4cccnc34)cc2)C1 | -21 | 1 | 4 | 13 | -3.3 | -3.2 | 8 | 21 | -1
COc1ccccc1/C=C(/C(=O)OCC(=O)Nc1cc(C)ccc1C)c1ccccc1 | -9 | -1 | 2 | -15 | -2.4 | -1.3 | 4 | 0 | -2
C=CCc1ccccc1OCCOc1ccc([N+](=O)[O-])cc1/C=N/NC(N)=O | 1 | -5 | 7 | 32 | -2.7 | -2.0 | 5 | 0 | 7
COc1ccc(N2CC(C)Cn3c2nc2c3c(=O)n(Cc3ccc(F)cc3)c(=O)n2C)c(OC)c1 (stereo unspecified) | -7 | 5 | -3 | 7 | -1.8 | -0.8 | 0 | -5 | 5
Cc1ccc(NC(=O)CSc2nc(CSc3ccc(C)cc3)cc(=O)[nH]2)cc1 | -33 | 17 | -26 | 24 | -2.0 | -2.9 | -3 | 3 | 1
O=C(N/N=C/c1cccnc1)C12CC3CC(CC(C3)C1)C2 | -17 | 29 | 6 | -8 | -2.5 | -4.2 | 7 | 5 | 1
NC(=O)NC(CC(=O)NCc1ccc2c(c1)OCO2)c1ccccc1Cl (stereo unspecified) | 3 | -1 | -2 | 2 | -0.2 | -0.5 | 0 | -1 | 2
CC(C)CN(CC(C)C)C(=S)NC1CCCCC1 | -1 | -4 | 5 | -10 | -3.4 | -1.8 | 0 | -6 | 5
O=C(CCn1c(=O)oc2ccc(Cl)cc21)NCCCN1CCOCC1 | 0 | 0 | -12 | 0 | -2.6 | -5.5 | 8 | 5 | -7
Cc1ccc(CSc2nc3ncccc3[nH]2)cc1 | -5 | 1 | -20 | 5 | -3.4 | -2.3 | -2 | -8 | 1
COc1ccc(C(=O)NNC(=O)CSc2ccccc2)cc1 | -3 | -17 | 2 | 9 | -1.8 | -2.3 | 7 | 1 | 1
Cc1cc(Br)cc2c(C(=O)NCC3CCCO3)cc(-c3cccs3)nc12 (stereo unspecified) | -9 | -21 | -8 | 6 | -1.5 | 0.2 | -4 | -8 | 4
Cc1ccc(NC(=S)NC(=O)c2ccccc2)cc1NC(=S)NC(=O)c1ccccc1 | -8 | -9 | 4 | -15 | -1.8 | -1.6 | . | -3 | -2
COc1ccc(OCC(=O)Nc2nnc(-c3ccco3)s2)cc1 | -6 | 59* | 4 | 21 | 1.3 | -4.2 | 4 | 29* | 5
Cc1cc(C)c2c(N)c(C(=O)N/N=C/c3cccs3)sc2n1 | 5 | -9 | -5 | 27 | -2.7 | -1.4 | 0 | 5 | .
CCN(CC)S(=O)(=O)c1cc(NC(=O)Cc2n[nH]c(=O)c3ccccc23)ccc1C | -27 | -1 | -8 | 8 | -3.6 | -4.6 | -3 | 1 | 7
CC(O)C(NS(=O)(=O)c1ccc(Cl)cc1)C(=O)OCC(=O)N1CCN(c2ccccc2)CC1 (stereo unspecified) | -33 | -27 | -1 | -6 | -4.3 | -0.9 | 12 | -1 | -2
Cc1ccc(-c2nc(N)n(C(=O)c3ccco3)n2)cc1 | 1 | 10 | 0 | 16 | -3.3 | 0.3 | -2 | -2 | -1
CC(C)(C)OC(=O)CNC(=O)c1[nH]cnc1C(=O)Nc1ccc(CNC(=O)OC(C)(C)C)cc1 | . | . | -22 | -15 | . | . | 1 | . | 6
Cc1cccc(NC(=O)Nc2cccc(F)c2)n1 | -3 | -4 | -2 | -7 | -1.0 | -0.6 | 11 | -7 | -2
Cc1cccc(NC(=O)NCc2ccc3c(c2)OCO3)c1C | -2 | 0 | 6 | -2 | -1.3 | -1.2 | 2 | -3 | -1
Cc1cc(C)n2ncc(/C(N)=N/OC(=O)Nc3ccc(Cl)cc3)c2n1 | -7 | 9 | -11 | -10 | -5.1 | -3.4 | 0 | 2 | .
CCCCCCCCCCOC(=O)Cn1c(COc2ccccc2)[n+](C)c2ccccc21 | 27 | -81 | -23 | 20 | -3.5 | -3.0 | 0 | -8 | 8
CCCCc1nnc(NC(=O)CC(=O)Nc2ccccc2C(=O)O)s1 | -27 | 6 | 5 | 25 | -5.1 | -6.1 | 5 | -2 | 6
Continued:
SMILES | DNA FID counter | HCV NS3 hel inh | pCIP destab | SUMO HTRF inh | IMP-1 inhibitor | VIM-2 inh | IDE inh | PfM18AAP inh | IDE act
CC(C)c1ccc(-c2c(C#N)c(N)nc3c2CCCCC3)cc1 | -5 | -11 | -4 | -3 | -4.1 | -2.4 | 4 | 3 | 1
Cc1cc(-c2cn3ccccc3n2)c(C)n1-c1ccccc1 | -17 | 1 | -7 | 22 | -1.9 | 1.2 | -3 | 6 | 6
O=C(NC(=S)Nc1ccc2c(c1)OCCO2)c1ccc(F)cc1Cl | -4 | 23 | -2 | 20 | 1.3 | 3.2 | -1 | -14 | 2
CC1(C)CC(=O)C2=C(C1)OC(N)=C(C#N)C21C(=O)N2CCCc3cccc1c32 (stereo unspecified) | -9 | 6 | 4 | -1 | -2.5 | -0.4 | -1 | 3 | 6
O=S(=O)(c1ccc(F)cc1)N1CCN(CC(O)COCc2cccs2)CC1 (stereo unspecified) | -3 | 0 | 4 | 15 | -1.4 | -1.0 | 12 | -13 | -1
CC(C)(C)NC(=O)/C(=C\c1ccccc1F)NC(=O)c1ccc([N+](=O)[O-])cc1 | 0 | -14 | 0 | 10 | 1.2 | -0.2 | 6 | -10 | 0
CCCCCOC(=O)C1=C(C)NC(=O)NC1c1ccc2c(c1)OCO2 (stereo unspecified) | -28 | 2 | -9 | 6 | -3.9 | -1.2 | 1 | 5 | 4
COCCn1cc(C(=O)N2CCN(C)CC2)c2c3ccccc3n(C)c2c1=O | -2 | 12 | -8 | 4 | -3.6 | 0.9 | -6 | 4 | 6
O=c1c2ccccc2ncn1-c1ccc(Cl)cc1 | 0&2 | 3&3 | 4&-1 | 1&13 | -3.8&-1.0 | -4.1&-2.6 | 11&-5 | -3&3 | 9
COc1ccc(-n2c(COc3cccc4cccnc34)nnc2SCC(=O)O)cc1 | -47 | 11 | 5 | 18 | -3.7 | -2.4 | -1 | -2 | 1
CN(C)S(=O)(=O)c1cccc(C(=O)NCCCn2ccnc2)c1 | 4 | -9 | -12 | 24 | 3.1 | -0.6 | 4 | 0 | -1
O=C(Oc1cccc(C(=S)N2CCOCC2)c1)c1cccc([N+](=O)[O-])c1 | -3 | -6 | 6 | -4 | -3.3 | -3.2 | 8 | 9 | 3
COC(=O)c1ccccc1NC(=O)CSc1nc(N)cc(N)n1 | -3 | 2 | -13 | -4 | -3.8 | -3.9 | 1 | -5 | 7
CCOc1ccccc1OCC(=O)Nc1ccc(S(=O)(=O)Nc2ncccn2)cc1 | -13 | -3 | -6 | 19 | -2.0 | -1.8 | 3 | 3 | 3
O=C(c1ccccn1)N(Cc1ccco1)C1(C(=O)NC2CCCCC2)CCCCC1 | -9 | 4 | 9 | 1 | -0.8 | -1.6 | 8 | 4 | 4
CCOc1cc(/C=N/O)cc(Br)c1OCC | -7 | 0 | -8 | 5 | -5.1 | -1.1 | 0 | -9 | -1
O=C(O)C1CCC(=O)N(C2CC2)C1c1ccccc1 (stereo unspecified) | -5 | 5 | -26 | 18 | -0.3 | 1.3 | 0 | -4 | 7
CC(=O)c1ccc2noc(-c3cccc(C)c3)c2c1 | -2 | 18 | -6 | 2 | -2.4 | -3.6 | 1 | 2 | 3
Cc1cccc(-c2cc(C(=O)Nc3ccncc3)c3ccccc3n2)c1 | -6 | -21 | 1 | -12 | -0.9 | 0.1 | . | -2 | 4
Cc1ccc2[nH]c3nc(SCC#N)nnc3c2c1 | 0 | -13 | -6 | 16 | -0.4 | -2.0 | 0 | -5 | 6
Cc1cc(C)cc(-n2nnc(C(=O)NCc3ccc4c(c3)OCO4)c2N)c1 | -20 | -12 | 6 | -41 | -7.1 | 1.3 | 4 | 5 | 5
O=C(CC(=O)NCc1ccccc1)NCc1ccccc1 | -6 | 4 | -4 | 5 | -2.2 | -1.4 | 1 | 2 | 4
C#CCn1c(=NC(=O)CN2C(=O)CCC2=O)sc2cccc(C)c21 | -7 | 0 | -3 | 18 | -3.6 | 1.0 | 5 | -11 | 5
CNC(=S)N1CCC(NC(=O)C(Cc2ccccc2)NC(C)=O)CC1 (stereo unspecified) | 3 | 20 | 4 | 6 | -2.4 | -1.6 | 2 | -14 | 4
C=CCN(C(=O)c1ccc2c(c1)nnn2C)c1ccccc1 | -10 | 3 | -6 | 1 | -2.5 | -1.7 | 3 | -1 | 1
Continuation:
SMILES | DNA FID counter | HCV NS3 hel inh | pCIP destab | SUMO HTRF inh | IMP-1 inhibitor | VIM-2 inh | IDE inh | PfM18AAP inh | IDE act
COc1cc(CNn2c(C)n[nH]c2=S)cc(Cl)c1OCc1ccccc1 | -34 | -13 | -6 | 16 | -4.0 | -0.7 | -4 | -3 | -8
O=C(NC(CO)(CO)CO)c1coc(=O)c(Br)c1 | -1 | 8 | 5 | -8 | -1.6 | -0.2 | -6 | -1 | 4
O=C(C1=C(O)C(=O)N(CC2CCCO2)C1c1ccc(Cl)cc1)c1ccco1 (stereo unspecified) | -39 | 5 | -16 | 9 | -4.0 | -2.6 | 0 | 12 | 1
O=C(Nc1ccccc1)NC1CC2CCC(C1)N2Cc1nnnn1Cc1ccc2c(c1)OCO2 (stereo unspecified) | -14 | 0 | -6 | 13 | -2.5 | -2.0 | 7 | -1 | -2
CCOC(=O)C1CCN(S(=O)(=O)c2ccc(CNC(=O)c3ccccc3)s2)CC1 | -20 | -4 | 2 | -7 | -1.4 | 1.7 | 7 | -6 | 1
O=C(NC(=S)Nc1cccc(Cl)c1N1CCCCC1)c1ccco1 | -10 | 6 | 10 | 2 | -1.7 | -1.6 | -2 | -3 | 6
N/C(=N\OC(=O)c1ccco1)c1ccc(Br)cc1 | -1 | 3 | -1 | 8 | -0.7 | -0.3 | 2 | -1 | -5

Taken from above:
COc1ccc(-n2c(COc3cccc4cccnc34)nnc2SCC(=O)O)cc1 @ VIM-2 inh = -2.4
CC(=O)c1ccc2noc(-c3cccc(C)c3)c2c1 @ IDE act = 3
Cc1ccc(NC(=S)NC(=O)c2ccccc2)cc1NC(=S)NC(=O)c1ccccc1 @ IDE act = -2
